High-throughput results from PubChem BioAssay.
TbPYK inhibitor – qHTS of Trypanosoma Brucei Inhibitors; pyruvate kinase (Trypanosoma brucei), Q57TT1; TbPYK enzyme, Kinase-Glo Plus ATP luminescence, 45 min; Potency, µM (top dose mostly 76.8 µM), inactives show at the highest dose activity, negative = inhibition, most hits filed as inhibitors; 0.12% of 410,000 active; active = well fitted inhibition curve with a large enough effect; inconclusive = small, poorly fitted or top-dose-only effect; note: nearly all actives have a fitted effect of over 50% in size
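Readout: single end-point luminescence (Kinase-Glo Plus, 10 min). Reaction conditions were TbPYK/substrate plus 130 uM ADP, 45 min at RT, pH 7.2 TEA buffer. No-enzyme wells served as controls, and data were normalized before concentration-response fitting.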
* = called active by the depositor; ? = inconclusive; [ ] = another dose, or the depositor's remark. % is set by controls: 0 for no effect and ±100 for the full control effect; potency is the fitted concentration of half-maximal effect. A portion of the library; the hit share may differ from the screen's.

SMILES | TbPYK inhibitor
CC(C)CN1CC2(CCN(C(=O)c3cccc(F)c3)CC2)C1 | 2%
COc1ccc(C(CC(=O)Nc2cc(OC)c(OC)c(OC)c2)N2Cc3ccccc3C2=O)cc1 (stereo not drawn) | -4%
Cc1ccc(CNc2nnc(C)c3nnn(Cc4ccc(F)cc4)c23)cc1 | 3%
CC(=O)c1ccc(NC(=O)Cn2cc3c(n2)CCCC3)cc1 | 0%
CN(C)c1ccc(-c2nc(-c3ccncc3)no2)cc1[N+](=O)[O-] | -5%
CCCC1=Nc2cc(C(=O)NC(C)c3ccccc3)ccc2Sc2ccc(C)cc21 (stereo not drawn) | 3%
CC(C)CC(=O)n1nc(-c2ccco2)nc1NCc1ccc(Cl)cc1 | 1%
Cc1cc(-c2ccc(C)c(S(=O)(=O)N(Cc3cccs3)C(C)C)c2)on1 | -1%
O=[N+]([O-])c1ccc(CC(Cl)c2ccccn2)cc1 (stereo not drawn) | 15%
CC(=O)c1cccc(NC(=O)C2=CC(c3ccc(F)cc3)=NS(=O)(=O)N2C)c1 | 3%
CC(C)(C)OC(=O)N1CCc2onc(-c3ccc(Br)cc3)c2C1=O | 11%
C[C@@H]1CN([C@@H](C)CO)C(=O)CCCn2nncc2CO[C@H]1CN(C)S(=O)(=O)c1ccc(-n2cccn2)cc1 | 1%
CC(=O)Oc1ccc(/C=C(\NC(=O)c2cccc(Br)c2)C(=O)Nc2ccc(C(=O)O)cc2)cc1 | -4%
COc1ccc(C(=O)Nc2ccccc2C(=O)OCc2cc(=O)n3c4c(sc3n2)CCCC4)cc1 | -4%
CCC(C)NC(=O)Cn1c(=O)n(-c2ccc(OC)c(OC)c2)c(=O)c2ccccc21 (stereo not drawn) | 0%
O=C(Cn1c(=O)n(Cc2nc(-c3ccccc3)no2)c(=O)c2cc3c(cc21)OCO3)Nc1ccc(Cl)cc1 | -1%
CCCCC(CC)CNC(=O)C1CCN(S(=O)(=O)c2cccc3nsnc23)CC1 (stereo not drawn) | -1%
Cc1ccc(NCSc2ccc(Cl)cc2)cc1 | -3%
Cc1ccc(-c2ccc(=O)n(CC(=O)Nc3ccc(C(C)C)cc3)n2)cc1 | -2%
Cc1ccc(C(=O)O)cc1NC1(c2ccccc2)C(=O)c2ccccc2C1=O | 2%
CCN(CC)S(=O)(=O)c1ccc(NC(=O)c2cc3ccc4cccnc4c3[nH]2)cc1 | -11%
Cc1cc(C)c(NC(=O)c2c(C)nn(-c3ccc(F)cc3)c2-n2cccc2)c(C)c1 | -2%
Cc1cc(-c2ccc(Br)cc2)n2nc(C)cc2n1 | -5%
Cn1c(NCC(O)c2ccccc2)nc2c1c(=O)n(Cc1ccc(Cl)c(Cl)c1)c(=O)n2C (stereo not drawn) | 2%
COc1cc(C(=O)NC(=S)Nc2ccc3ccccc3c2)cc(OC)c1OC | -13%
CC(C=CC(O)=C1C(=O)CNC1=O)=C[C@@H](C)C1OC2(C)OC(C(=O)C3O[C@@]32C)C1C (stereo partly drawn) | -21%
O=C1NC[C@@H](CCCCN2C[C@H](Cc3ccc(O)cc3)N(Cc3ccccc3)C(=O)C2=O)N(CCC2CCCCC2)C1=O | -2%
CCCOc1ccc(C(=O)Nc2ccc(NC(=O)c3ccccc3)c(Br)c2)cc1 | -2%
Cc1cc(O)cc(O)c1/C=N/NC(=O)c1ccc2c(c1)OCCO2 | 5%
CCOC(=O)C1c2cccc(O)c2CCN1C(C)=O (stereo not drawn) | -15%
Cc1cccc(C2N3CC4(C(C)C)CN2CC(C(C)C)(C3)C4=O)c1 (stereo not drawn) | 5%
Fc1ccc(-c2nc3ccc(Cl)cn3c2Cc2ccccc2)cc1 | -9%
CCCC(=O)Nc1nnc2n1CCS2 | -4%
CCNC(=S)Nc1ccc2c(c1)c(=O)n(C)n2Cc1ccc(Cl)cc1 | ?
Cc1noc(-c2ccc(N3CCC(C)CC3)c([N+](=O)[O-])c2)n1 | 6%
CCc1nn2c(=O)cc(COC(=O)c3ccccc3NC(=O)COc3ccc(C)c(C)c3)nc2s1 | 1%
CCN(c1cccc(C)c1)S(=O)(=O)c1nnc(NC(=O)c2ccccc2Cl)s1 | 5%
Cc1nc(-n2nc(C)c(Cc3ccc4c(c3)OCO4)c2C)sc1C(=O)Nc1cccc(Cl)c1 | -12%
NC(=S)NN=Cc1nccc2c(C(F)(F)F)cccc12 | -1%
Cc1ccc(Cl)cc1-n1ncc2c(NCCCc3ccccc3)ncnc21 | 1%
COc1ccccc1CNc1ccc(-c2nc(-c3cccnc3)no2)cc1[N+](=O)[O-] | 4%
CC(=O)NCC1=C(c2ccc3ccccc3c2)C[C@@H]2CC[C@H]1N2Cc1ccco1 | 1%
CCNC(=O)c1cc2c(c(-c3cccc(-c4cc5ccccc5o4)c3)n1)[C@H](CCO)N(C(=O)NC(C)C)C2 | 0%
CC(C)N=C1CCCC1C(=S)SSC(=S)C1CCCC1=NC(C)C (stereo not drawn) | ?
CCOC(=O)c1c(C)oc2nc(C)nc(N3CCN(c4cc(Cl)ccc4C)CC3)c12 | 2%
COc1ccc2c(c1)c1c(c(=O)n(CCc3ccccc3)c(=O)n1Cc1cccc(Cl)c1)n2C | -1%
Cc1ccccc1CNC(=O)CCC(=O)N1CC2CCCN2c2ccccc21 (stereo not drawn) | 1%
CC1CCCC(C)N1C(=O)COC(=O)c1ccccc1C(=O)c1ccccc1 (stereo not drawn) | -5%

Exported with tabs: part of the list above.
SMILES	TbPYK inhibitor
CC(C)N=C1CCCC1C(=S)SSC(=S)C1CCCC1=NC(C)C (stereo not drawn)	?
Cc1nc(-n2nc(C)c(Cc3ccc4c(c3)OCO4)c2C)sc1C(=O)Nc1cccc(Cl)c1	-12%
CC(=O)NCC1=C(c2ccc3ccccc3c2)C[C@@H]2CC[C@H]1N2Cc1ccco1	1%

Structures shown so far with a furan ring, fused or not:
SMILES | TbPYK inhibitor
CC(C)CC(=O)n1nc(-c2ccco2)nc1NCc1ccc(Cl)cc1 | 1%
CC(=O)NCC1=C(c2ccc3ccccc3c2)C[C@@H]2CC[C@H]1N2Cc1ccco1 | 1%
CCNC(=O)c1cc2c(c(-c3cccc(-c4cc5ccccc5o4)c3)n1)[C@H](CCO)N(C(=O)NC(C)C)C2 | 0%
CCOC(=O)c1c(C)oc2nc(C)nc(N3CCN(c4cc(Cl)ccc4C)CC3)c12 | 2%

(next part)
SMILES | TbPYK inhibitor
COc1ccc(C(Cl)=C(C=O)c2ccc(OC)c(OC)c2)cc1OC | -8%
Cc1ccc(Cl)cc1N1CCN(S(=O)(=O)c2cn(C)c(C)n2)CC1 | -10%
COc1ccc(OC)c(CNC(=O)CCc2c(C)nc3c(c2C)c(=O)n(C)c(=O)n3C)c1 | 0%
CCOC(=O)c1c(NC(=O)C(C)Sc2cn(CCNC(=O)c3c(F)cccc3F)c3ccccc23)sc2c1CCC2 (stereo not drawn) | 0%
COc1cc(CNc2ncnc3c2ncn3[C@H]2CN(Cc3cccc(C(F)(F)F)c3)C[C@@H](COC(C)=O)O2)cc(OC)c1OC | -8%
CC(C)c1cnc2c(c1SCC(=O)Nc1ccc(C(N)=O)cc1)c(=O)n(C)c(=O)n2C | 1%
Cc1c(C(=O)N(C)c2cccc(C(F)(F)F)c2)sc2nc3n(c(=O)c12)CCCCC3 | -4%
COc1cccc(NP2(=O)OCC(C)([N+](=O)[O-])CO2)c1 (stereo not drawn) | -2%
O=C(CC[C@H]1O[C@@H](n2ccc(=O)[nH]c2=O)[C@H](O)[C@@H]1O)NCCN1CCOCC1 | -2%
CCOC(=O)Cc1csc(NC(=O)CSc2nnc(-c3ccc(NS(=O)(=O)CC)cc3)o2)n1 | 6%
O=C(O)c1c(-c2ccccc2)oc2ccc(OCc3c(F)cccc3Cl)cc12 | 3%
COCCn1c(=O)c(-c2ccc(F)c(F)c2)nc2cncnc21 | 2%
COc1ccc(CSc2n[nH]c(=O)[nH]c2=O)cc1 | 4%
COc1ccccc1C1=Nn2c(nc3sc(C(=O)Nc4ccccc4Cl)c(C)c3c2=O)SC1 | -3%
COc1ccccc1/C=N\NC(=O)c1ccc(COc2ccc(C)c(C)c2)o1 | 3%
Cc1ccc2nc(COc3cccc(NC(=O)Nc4ccc(C)c(Cl)c4)c3)cc(=O)n2c1 | -3%
O=C(O)c1ccc2cc(-c3ccc(O)c(C45CC6CC(CC(C6)C4)C5)c3)ccc2c1 | -4%
COc1cc2[nH]c(=O)n(CCC(=O)N3CCN(c4ccc(Cl)cc4)CC3)c(=O)c2cc1OC | 4%
COc1ccc(-c2noc(N3CCN(c4ccc(Cl)cc4)CC3)n2)cc1OC | -5%
O=C(Nc1cccc(S(=O)(=O)C(F)(F)F)c1)[C@H]1C[C@H](O)[C@@H](CO)O1 | 4%
Cc1ccc2nc(-c3cc(NC(=O)/C=C/c4ccccc4)ccc3Cl)oc2c1 | -3%
COC(=O)C1(C)COP(=O)(Nc2ccc(OC)cc2)OC1 (stereo not drawn) | 1%
Cc1cc(NC(=O)CCc2nc3cccnc3n2-c2ccccc2)ccc1Br | 1%
Cc1oc(-c2ccc(Cl)cc2)nc1CS(=O)CC(=O)NCc1ccc(Cl)cc1 (stereo not drawn) | -1%

Entries listed so far that contain two or more sulfur atoms (7):
SMILES | TbPYK inhibitor
Cc1cc(-c2ccc(C)c(S(=O)(=O)N(Cc3cccs3)C(C)C)c2)on1 | -1%
CCCCC(CC)CNC(=O)C1CCN(S(=O)(=O)c2cccc3nsnc23)CC1 (stereo not drawn) | -1%
CCN(c1cccc(C)c1)S(=O)(=O)c1nnc(NC(=O)c2ccccc2Cl)s1 | 5%
CC(C)N=C1CCCC1C(=S)SSC(=S)C1CCCC1=NC(C)C (stereo not drawn) | ?
CCOC(=O)c1c(NC(=O)C(C)Sc2cn(CCNC(=O)c3c(F)cccc3F)c3ccccc23)sc2c1CCC2 (stereo not drawn) | 0%
CCOC(=O)Cc1csc(NC(=O)CSc2nnc(-c3ccc(NS(=O)(=O)CC)cc3)o2)n1 | 6%
COc1ccccc1C1=Nn2c(nc3sc(C(=O)Nc4ccccc4Cl)c(C)c3c2=O)SC1 | -3%

Later entries.
SMILES | TbPYK inhibitor
CC1(C(=O)Nc2cccc(Br)c2)Cc2ccccc2C(=O)O1 (stereo not drawn) | 10%
COc1ccc(-c2nc3cc(C)ccn3c2NC(=O)c2ccc(F)cc2)cc1 | -1%
O=C(CCS(=O)(=O)c1cc2c3c(c1)CCN3C(=O)CC2)NCc1ccc(Cl)cc1 | 0%
Cc1cccn2c(=S)[nH]nc12 | ?
COc1cc(NC(=O)c2cc3cc4ccc(OC)c(Cl)c4nc3s2)cc(OC)c1 | -10%
COc1ccc(CNC(=O)c2nc(SCc3ccccc3F)ncc2Cl)cc1 | -11%
C[C@@H]1NS(=O)(=O)c2cc(Cl)ccc2O[C@@H]1c1ccccc1 | 0%
CCc1ccccc1NC(=O)C1CCC(CNS(=O)(=O)c2ccc3c(c2)CC(C)N3C(C)=O)CC1 (stereo not drawn) | 5%
CN(C)c1ccc(CNC(=O)C2CCN(Cc3cc4ccccc4n3Cc3ccccc3)CC2)cc1 | 5%
COc1cccc(CNC(=O)N2CCC(CN3CCC(C)CC3)CC2)c1 | -9%
CN(Cc1ccccc1)c1ncnc2[nH]ncc12 | 5%
COc1cccc(CN2CCC2(C)C(=O)NCc2cccc(C(F)(F)F)c2)c1OC (stereo not drawn) | -4%
COc1cc(Nc2nc3c(S(=O)(=O)c4cccc(Cl)c4)nnn3c3ccsc23)cc(OC)c1 | -6%
N#Cc1c[nH]n2c(NC3CCCCC3)c(-c3ccc(F)cc3)nc12 | 0%
COc1cccc(-c2ccc3c(c2)N(Cc2ccccc2OC)C(=O)C(C)S3)c1 (stereo not drawn) | 4%
N#C/C(=C\c1ccccc1)c1nc(-c2cc3c(ccc4ccccc43)oc2=O)cs1 | 0%
CCC(=O)N1c2ccccc2CC1C(=O)NCCc1ccc(C)cc1 (stereo not drawn) | 0%
CC(=O)Nc1ccc(NC(=O)c2cc3c(=O)n(Cc4cccnc4)ccc3nc2C)cc1 | -3%
Cc1c(C(=O)N2CCC(C)CC2)c(S(=O)(=O)Nc2cccc(C#N)c2)c(C)n1C | 4%
COc1ccc(CCNC(=O)c2ccc(Cn3c(=O)c4ccccc4n(Cc4cccc(Cl)c4)c3=O)cc2)cc1OC | -6%
CCOc1ccc2oc(=O)cc(CN3CCN(C(=O)c4ccc(Cl)cc4)CC3)c2c1 | 4%
CCc1ccccc1Nc1ncnc2c1nc1n2CCCC1 | 1%
CCOP(=O)(OCC)c1nc(-c2ccc(C)cc2)oc1N1CCOCC1 | 1%
O=C(CCn1c(=O)c2ccccc2n(Cc2ccc(Cl)cc2)c1=O)NCc1ccc2c(c1)OCO2 | 6%
O=C(CS(=O)(=O)c1ccc(Cl)cc1)Nc1nc2ccc(Br)cc2s1 | 0%[15.4 µM]
COc1ccc(-c2nnc(SCC(=O)Nc3ccc(C(C)=O)cc3)nc2-c2ccc(OC)cc2)cc1 | -4%
NC1=NC[C@H](c2ccccc2)N1CC1CCCCC1 | 2%
CN1c2ccccc2-c2nc(SCC(=O)Nc3ccccc3C(F)(F)F)ncc2S1(=O)=O | -4%
C[C@@H]1CN([C@@H](C)CO)C(=O)CCCn2nncc2CO[C@@H]1CN(C)S(C)(=O)=O | 0%
Oc1ccccc1-c1nc(/C=C/c2ccc(F)cc2)no1 | 1%
CN(C)c1ccc(NC(=O)CCSc2nc(-c3ccco3)cc(C(F)(F)F)n2)cc1 | -19%
COc1ccc(CCNC(=O)c2ccc([N+](=O)[O-])cc2Cl)cc1OC | 0%
CC(C)(C)S(=O)N1Cc2cc(C(=O)N3CCc4ccccc4C3)nc(-c3cccc(-c4ccncc4)c3)c2[C@H]1CCO (stereo partly drawn) | -1%
CCOc1ccc(CCN2C(=S)N([C@@H](Cc3ccc(O)cc3)CN3CCC[C@@H]3CN3C(=S)NC[C@@H]3CC(C)C)C[C@@H]2CC(C)C)cc1 | -8%
CCCCCCNc1ccc(C(=O)OCC)cc1 | -1%
CC(=O)NCCNC(=O)C1(C)Cc2c(-c3cccc(NC(C)=O)c3)ccnc2O1 (stereo not drawn) | -5%
